# TbREL1 inh = TbREL1 inhibition, primary screen; TbREL1 RNA ligation, FRET fluorescence; inhibition, % at 9.66 µM; hit rate 0.49% among 89,000; AID 1117264;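 active means inhibition above the mean inhibition across all screened compounds plus 3 SD, cut at about 11% in these data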;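 further: 0% = plate median of test wells and 100% = NSC42067 control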
# Target sequence (P86926 whole entry, looked up): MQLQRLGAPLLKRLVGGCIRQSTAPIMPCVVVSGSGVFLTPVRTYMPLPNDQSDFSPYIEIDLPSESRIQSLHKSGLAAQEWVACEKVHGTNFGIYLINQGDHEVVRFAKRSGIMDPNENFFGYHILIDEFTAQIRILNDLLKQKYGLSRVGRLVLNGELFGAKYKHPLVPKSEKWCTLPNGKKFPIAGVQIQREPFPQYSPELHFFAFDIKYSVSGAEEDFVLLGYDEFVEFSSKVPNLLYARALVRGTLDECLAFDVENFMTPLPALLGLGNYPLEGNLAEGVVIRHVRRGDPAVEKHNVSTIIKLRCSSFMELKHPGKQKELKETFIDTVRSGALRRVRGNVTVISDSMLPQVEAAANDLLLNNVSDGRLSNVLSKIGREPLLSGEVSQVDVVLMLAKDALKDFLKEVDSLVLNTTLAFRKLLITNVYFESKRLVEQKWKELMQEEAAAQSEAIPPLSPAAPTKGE
# Numbers without * were called inactive.
SMILES | TbREL1 inh
Cc1c(C(=O)NC2CCS(=O)(=O)C2)oc2ccccc12 (stereo unspecified) | 1
N#C/C(=C\c1ccc([N+](=O)[O-])cc1)C(=O)NCCCn1ccnc1 | -2
CCOC(=O)c1cnc(-c2ccccc2)nc1C(F)(F)F | -1
CCN(C(=O)Cn1nc(C(=O)O)c2ccccc2c1=O)C1CCCCC1 | 6
O=C(CNS(=O)(=O)c1cccc2ccccc12)N1CCN(c2ncccn2)CC1 | 0
CC(Sc1nnc(Cc2ccc3c(c2)OCO3)o1)C(N)=O (stereo unspecified) | 1
CCc1ccc(NC(=O)C(C)Oc2nnc(-c3cccs3)c(-c3cccs3)n2)cc1 (stereo unspecified) | 1
c1ccc(OC2CCN(c3ncnc4sccc34)CC2)cc1 | -2
Cc1cccc(N2CCN(C(C)C(=O)N3CCc4ccccc43)CC2)c1C (stereo unspecified) | -1
COc1nccnc1NS(=O)(=O)c1ccc(NC(=S)NC(=O)/C=C/c2ccccc2)cc1 | -1
Cc1ccc2oc(=O)c3cc(C(=O)N4CCN(C)CC4)sc3c2c1 | 3
COc1ccc(C(=O)COC(=O)c2ccc(Cl)nc2)c(OC)c1 | 5
O=S1(=O)c2ccc(N3CC[C@@H](O)C3)cc2O[C@H]2CCN1C2 | 4
CCOc1ccc(C2CC(=O)NC(SCC(=O)OC)=C2C#N)cc1 (stereo unspecified) | 1
CCOc1ccc(OCCOCCOc2c(Cl)cccc2Cl)cc1 | 1
CCN(c1ccccc1)c1cc(C)nc2ncnn12 | 2
COc1ccc(CCN=C(N)NS(=O)(=O)c2ccc(OC)c(OC)c2)cc1OC | 1
Cc1ccc(N(CCC#N)C(=O)CSc2nc3ccccc3c(=O)[nH]2)cc1 | -4
COC(=O)[C@@]12CCCN1[C@H](c1ccc(-c3ccc(F)cc3)c(OC)c1)[C@H]1C(=O)N(C)C(=O)[C@H]12 | 0
CCOC(=O)c1[nH]c2ccc(OC)cc2c1NS(=O)(=O)c1ccc(Cl)s1 | -3
O=C1/C(=C/c2ccco2)SC(=S)N1CCC(=O)N1CCCCC1CCO (stereo unspecified) | 4
CCN(CC(=O)Nc1ccc(NC(C)=O)cc1)C(=O)c1ccc2c(c1)S(=O)(=O)N=C1CCCCCN12 | -4
c1ccc(-c2nc3c4ccccc4ccn3c2CN2CCCCC2)cc1 | 0
O=C(NN1CCOCC1)C12CC3CC(CC(C3)C1)C2 | 1
C=C(C)Cc1c(C)nc(-c2ccccc2)[nH]c1=O | -3

# Reprinted from the part before: 6 compounds; new compounds follow.
SMILES | TbREL1 inh
CCOC(=O)c1[nH]c2ccc(OC)cc2c1NS(=O)(=O)c1ccc(Cl)s1 | -3
O=C1/C(=C/c2ccco2)SC(=S)N1CCC(=O)N1CCCCC1CCO (stereo unspecified) | 4
CCN(CC(=O)Nc1ccc(NC(C)=O)cc1)C(=O)c1ccc2c(c1)S(=O)(=O)N=C1CCCCCN12 | -4
c1ccc(-c2nc3c4ccccc4ccn3c2CN2CCCCC2)cc1 | 0
O=C(NN1CCOCC1)C12CC3CC(CC(C3)C1)C2 | 1
C=C(C)Cc1c(C)nc(-c2ccccc2)[nH]c1=O | -3
CC1=CC(=O)C=CC1(C)C(Cl)(Cl)Cl (stereo unspecified) | 6
Cc1nc(-c2ccc(F)cc2)c(CC(=O)Nc2cc(S(=O)(=O)N3CCCCC3)ccc2C)s1 | 1
O=C(CN1CCN(S(=O)(=O)c2ccccc2)CC1)NC(=O)NCc1ccco1 | -1
COC(=O)[C@]12C[C@H](CC(=O)NCc3cccs3)C(=O)N(Cc3ccc4c(c3)OCO4)C1=C[C@H](C(C)C)O[C@@H]2C1CC1 | -1
Cc1ccc(OCC(=O)NCCNC(=O)c2cnccn2)cc1 | 0
CCn1nnnc1SCC(=O)c1cc(OC)ccc1OC | 0
CC(C)(CNC(=O)c1ccc(S(=O)(=O)Nc2ccc(Cl)cc2)cc1)N1CCOCC1 | -4
NC(=O)CC(NC(=O)c1ccccc1)c1ccc(N2CCC(Cc3ccccc3)CC2)c([N+](=O)[O-])c1 (stereo unspecified) | -2
O=C(CN1C(=O)CCSc2ccccc21)Nc1cccc(Cl)c1F | -2
CCOc1nc2ccccc2nc1C | 6
O=C(N/N=C/C(Cl)=C\c1ccccc1)c1ccco1 | 4
S=c1nccc(-c2cccs2)[nH]1 | -2
CC1=C(C(=O)Nc2cc(C)ccc2C)C(c2cccs2)NC(=S)N1 (stereo unspecified) | 0
Cc1ccc(NC(=O)Cc2c(C(=O)O)n(C)c3ccccc23)cc1F | -3
Cn1c(CCNC(=O)c2ccco2)nc2cc(NC(=O)c3ccccc3Cl)ccc21 | -2
Cc1cc2ncn(-c3ncnc4sc5c(c34)CCCC5)c2cc1C | 2
CC(=O)Nc1ccc(S(=O)(=O)NCCC(=O)Nc2cc(C)ccn2)cc1 | 0
CCN(CC)CCCC1(CN)OCCc2ccccc21 (stereo unspecified) | -1
COc1ccc2c(CC(=O)OCC(=O)Nc3ccc(C)cc3)coc2c1 | -1
CNC(=O)NNC(=O)c1csc(Cc2c(Cl)sc3ccc(Cl)cc23)n1 | 3
O=c1c(-c2ccccc2)nc2ccccc2n1C(c1ccccn1)c1nc2ccccc2[nH]1 (stereo unspecified) | -3
O=C(Nc1ccccc1Cl)NC1(C(=O)N2CCCCC2)CCCCC1 | 4
COc1cccc(C(=O)Nc2ccc(S(=O)(=O)N3CCN(C)CC3)cc2)c1 | -2
CCOc1ccc2nc(SCc3ccc(F)cc3)sc2c1 | 0
CCOC(=O)[C@]12CCCC=C1N(CCCOC)C(=O)[C@@H]2CC(=O)NCCCCc1ccccc1 | -4
COc1ccc(C(C)=O)cc1COC(=O)c1ccc(S(=O)(=O)N(C)C)cc1 | -5
COC(=O)c1ccc(OCCOc2ccccc2)cc1 | 4
O=C1NCC(COCc2ccccc2)O1 (stereo unspecified) | 0
CC(C)CCOc1cccc(OCC(=O)N(C)C2CCS(=O)(=O)C2)c1 (stereo unspecified) | -6
CN1CCN(S(=O)(=O)c2ccc(NC(=O)c3ccccc3Cl)cc2)CC1 | -1
Cc1nnc(NC(=O)CSc2ccc([N+](=O)[O-])cn2)s1 | -3
COc1cc(C(=O)NCc2cc(C)nc3ccccc23)cc(OC)c1OC | 1
Cc1ccc2c(c1)N(CCCC(=O)N(C)Cc1ccccc1Cl)C(=O)CO2 | -4
CC(=O)c1sc2nc(-c3ccc(C)cc3)c3c(c2c1N)CCCC3 | -1
C=CCN1C(=O)[C@H](CC(=O)N2CCC(c3ccccc3)CC2)[C@@]2(C(=O)OCC)CCCC=C12 | -7
NC(=O)CC(NC(=O)c1ccc(Br)cc1)c1ccc(NC2CCCCC2)c([N+](=O)[O-])c1 (stereo unspecified) | 1
CCn1c(CC(=O)Nc2ccccc2C)nnc1SCC(=O)NC1=NCCS1 | 3
COc1cc(C(=O)NCC(=O)OCC(=O)N2CCc3ccccc32)cc(OC)c1OC | 3
COc1ccc(C(=O)Nc2cnc3ccccn3c2=O)cc1 | -1
Cc1c(C(=O)N2CCCc3ccccc32)oc2ccccc12 | -1
COCCNC(=O)C(c1ccc(F)cc1)N(C(=O)CCC(=O)Nc1ccccn1)C1CCCCC1 (stereo unspecified) | 3
Cc1ccc2nc(-c3ccc(Cl)cc3)c(Cc3ccccn3)n2c1 | 0
COc1ccc(CC(=O)NCC(=O)N=Nc2c(O)[nH]c3ccccc23)cc1 | 2
Cc1cccc(CCNC(=O)CCNC(=O)Cn2ccc3ccccc3c2=O)c1 | -2
CCNC(=S)N1CCC(NC(=O)c2ccco2)CC1 | -1
Cc1cccc(NC(=O)COC(=O)COc2ccc3c(c2)CCC3)c1 | 3
CCOC(=O)C1CCN(C(=O)COc2ccc3c(c2)OCO3)CC1 | 1
CCN1CCN(Cc2ccc(NC(=O)c3cc(NC(=O)c4cc5cccc(OC)c5o4)cc(OC)c3)cc2C(F)(F)F)CC1 | 0
CC(C)c1nc2oc3c(=O)[nH]cnc3c2c2c1CCC2 | 2
Cc1ccc(N(CC(=O)NC2CCCC2)C(=O)CNC(=O)c2cccs2)cc1F | 3

# Molecules from the list above with a cyano group, in the order listed:
SMILES | TbREL1 inh
N#C/C(=C\c1ccc([N+](=O)[O-])cc1)C(=O)NCCCn1ccnc1 | -2
CCOc1ccc(C2CC(=O)NC(SCC(=O)OC)=C2C#N)cc1 (stereo unspecified) | 1
Cc1ccc(N(CCC#N)C(=O)CSc2nc3ccccc3c(=O)[nH]2)cc1 | -4

# New compounds follow:
SMILES | TbREL1 inh
COc1ccc(Cl)cc1NC(=O)CCN1CCN(C)CC1 | 4
COc1ccc(NC(=O)CCCNC(=O)Cn2cnc3sc4c(c3c2=O)CCCC4)cc1OC | -4
CCOC(=O)[C@H]1[C@H]2COc3ccccc3[C@@H]2N2C(=O)c3ccccc3NC(=O)[C@@]12C | 3
Cn1cnnc1SCC(=O)c1ccc2c(c1)CCCC2 | 0
COc1ccc(S(=O)(=O)N(C)C[C@H]2Oc3ccc(NS(=O)(=O)c4cn(C)cn4)cc3C(=O)N([C@H](C)CO)C[C@@H]2C)cc1 | 3
CCOc1ccc(-c2nnc3ccc(SC(C)C)nn23)cc1 | -1
COc1ccc(CCn2nnnc2C(CC(C)C)N2CCC(C(N)=O)CC2)cc1OC (stereo unspecified) | 1
O=C(NCc1ccco1)c1ccc2c(=O)n(-c3ccccc3)c(=O)n(Cc3cccc(F)c3)c2c1 | -4
CN1CCN(CC(=O)Nc2ccc(Oc3ccccc3)cc2)CC1 | -2
COC(=O)[C@]12C[C@H](CC(=O)N3CCCCC3)C(=O)N(Cc3ccc(Cl)cc3Cl)C1=C[C@H](C(C)(C)C)O[C@@H]2C | 10
Cc1nnc(NC(=O)CSc2nnc(C)n2-c2ccc(F)cc2)s1 | -2
CCn1c(COc2ccccc2)nnc1SCC(=O)CC(=O)Nc1ccccc1OC | 4
C[C@H]1CN([C@@H](C)CO)C(=O)CCCn2nncc2CO[C@H]1CN(C)S(=O)(=O)c1cccc(F)c1 | 0
CCn1cc(C(=O)N2CCN(C3CCCCC3)CC2)c2cc(OC)c(OC)cc2c1=O | -1
Cc1ccc(N(C(=O)c2snc(C(N)=O)c2N)C(C(=O)NCC2CCCO2)c2c[nH]c3ccccc23)cc1 (stereo unspecified) | 0
Cc1ccc(SCC(=O)NC2CCCCCC2)cc1 | 2
COc1cccc(-c2cc(C(=O)N3CCCc4ccccc43)no2)c1 | 5
Cc1ccc(-c2cc(C(=O)NN=Cc3c4ccccc4cc4ccccc34)[nH]n2)cc1C | 3
Cc1ccc(C)c(N2CCN(C(=O)c3ccc4c(=O)n5c(nc4c3)CCCCC5)CC2)c1 | -2
O=C(CSc1nc2nn(-c3ccccc3)c(=O)c-2c2n1CCCCC2)Nc1cccc(F)c1 | -2
CN(C(=O)COC(=O)c1ccc(=O)n(Cc2ccccc2)n1)C1CCCCC1 | 0
COc1ccc([C@@]2(C(C)C)ON(c3ccccc3C(F)(F)F)C2=O)cc1 | 0
OCCC1CN(Cc2cccn2-c2ncccn2)CCN1Cc1ccc(F)cc1 (stereo unspecified) | -1
O=C(O)c1ccc2c(=O)n(-c3ccc(F)c(Cl)c3)c(=S)[nH]c2c1 | 3
CCCCCCn1cc(CN2CC(N3CCN(CCO)CC3)CS2(=O)=O)nn1 (stereo unspecified) | -1
O=C(NCCCN1CCOCC1)c1ccc(Sc2cccc(Cl)c2)c([N+](=O)[O-])c1 | -3
COc1cccc(OCCNc2cc(N3CCCCC3)ccc2[N+](=O)[O-])c1 | 0
COCCn1c(SCC(=O)Nc2ccccc2)nnc1-c1ccoc1C | 3
C=CCCC(=O)N1C[C@H]2CCN(C)[C@H]2C[C@H]1c1ccc(Br)cc1 | -1
CCCCn1c(SCC(=O)N2CCC(C)CC2)nc2ccsc2c1=O | -1
O=C(O)C1C2C=CC3(CN(Cc4ccncc4)C(=O)C13)O2 (stereo unspecified) | 5
CCN(CC(=O)Nc1ccc(OC)cc1)C(=O)c1oc2c(Cl)cccc2c1C | 4
CCc1nccn1S(=O)(=O)c1cccc([N+](=O)[O-])c1 | 0
COc1ccc(C2COC(=O)C2=N)c(NC(=O)c2ccccc2)c1 (stereo unspecified) | -1
O=S(=O)(NC(=S)NC1CCCCC1)c1ccc(Cl)cc1 | 0
O=C(NCCC1CCCCN1S(=O)(=O)c1ccccc1)C(=O)NCc1ccc(F)cc1 (stereo unspecified) | 0
O=c1oc2ccccc2cc1-c1nnc(-c2cccc(Br)c2)o1 | 2
CC(C)c1ccc(/C=C/C(=O)CCC(=O)O)cc1 | -2
CCOC(=O)CNC(=O)C(NC(=O)C1CCC(C)CC1)C(C)CC (stereo unspecified) | 2
CC(C)CN(CCCNC(=O)CN1C(=O)CSc2ccc(S(=O)(=O)N3CCOCC3)cc21)CC(C)C | -1
COc1cccc(C2C3CN(C)CC=C3C(C#N)=C(N)C2(C#N)C#N)c1OC (stereo unspecified) | 4
CCOC(=O)C(=CNc1cc(C)ccc1[N+](=O)[O-])C(=O)OCC | -2
COc1ccc(/C=N\NC(=O)COc2ccc(Cl)cc2Cl)c(C(=O)O)c1OC | 0
[O-]/[N+](=C\c1ccncc1)c1ccccc1 | -3
COc1ccccc1-c1cc(C(F)(F)F)nc(S(=O)(=O)CCCC(=O)Nc2cc(C)on2)n1 | -1
COCCNC(=O)c1onc(CSc2ccccc2)c1C(=O)NCCOC | -3
C=CCNC(=O)c1ccsc1N | -2
NC(=O)CC[C@@H]1NC(=O)[C@@H]2CCCN2C(=O)c2cc([N+](=O)[O-])cc(I)c2NCCC[C@@H](C(=O)NC(CC(=O)O)C(N)=O)NC1=O (stereo partly specified) | 1
CN1C(C(=O)NCCc2cccs2)CC2Cn3c(nc4cc5ccccc5cc43)C21 (stereo unspecified) | -1
COC(=O)CN1C(=O)[C@H]2[C@@H](/C=C/c3ccccc3)N3C(=O)CN(CC4CC4)C(=O)[C@@]3(Cc3ccccc3)[C@H]2C1=O | -2
COc1ccc(N(CC(=O)NCc2cccs2)S(=O)(=O)c2cccc(C)c2)cc1 | -2
CCOC(=O)N1CCN(c2nc(=S)n(-c3ccccc3)c(C)c2C(C)=O)CC1 | 9

# Assay outcomes from PubChem.

# These rows are one share of the data (hit frequency here may not be typical).
